# RGS12 GoLoco inh: blocks human Gai1 binding to RGS12 GoLoco peptide, red readout | P63096 | Gai1:RGS12 GoLoco peptide FP, rhodamine, 10 min | Potency, µM (top dose mostly 61.6 µM), inactives show at the top dose activity, negative = inhibition, usual class: inhibitors | hit rate 0.44% among 230,000 | AID 880; active = well fitted inhibition curve with a large enough effect, not every such curve was filed as active; inactive = no such curve, though single readings can be large or run the other way; note: % is set by controls: 0 for no effect and ±100 for the full control effect; nearly all actives have a fitted effect of over 30% in size; many of its hits are not listed in these tables
# aGlu spleen mod: inhibitors or activators of human alpha-glucosidase in spleen homogenate. P10253. human spleen homogenate, 4-MU-alpha-glucoside fluorescence. Potency, µM (doses to about 79.9 µM), for inactives: at the top dose activity change, negative = inhibition, hits mostly inhibitors. hit rate 0.006% among 240,000. AID 2112;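 note: 0% = enzyme with vehicle and -100% = no enzyme basal signal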
#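 Enzyme source: human spleen homogenate, 1 ug/well. Buffer 50 mM citric acid/K phosphate pH 5.0, 0.01% Tween-20. 4-MU-alpha-glucoside 1 mM; 37 C x 40 min; NaOH/glycine stop; fluorescence.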
# GLA spleen mod: inhibitors or activators of human alpha-galactosidase in spleen homogenate. AID 2107. P06280. human spleen homogenate, 4MU-alpha-Gal fluorescence, 40 min. hit rate 0.008% among 240,000. Potency, µM (highest dose often 80 µM), for the others: top-dose activity change, negative = inhibition, hits mostly inhibitors;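 note: 0% = enzyme with vehicle and -100% = no enzyme basal signal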
#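 qHTS titration in buffer at pH 5.0. Alpha-galactosidase activity in spleen homogenate was measured via 4-methylumbelliferone release from 1 mM fluorogenic substrate after 40 min at 37C and a pH 10 stop. AC50 came from Hill fits of control-normalized data.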
# GAA glycogen mod: GAA glycogen-cleavage inhibition or activation. P10253. recombinant GAA, glycogen substrate, Amplex Red glucose oxidase fluorescence. Potency, µM (highest dose often 76.4 µM), for inactives: top-dose activity change, negative = inhibition, actives largely listed as inhibitors. hit rate 0.38% among 300,000. AID 2100;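 note: 0% = full enzyme reaction and -100% = no-enzyme basal signal; the screen sought inhibitors and activators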
#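 qHTS, 1536-well; enzyme 4 nM final; cpd up to 77 uM; substrate bovine liver glycogen 30 ug; 50 mM citrate/phosphate pH 5.0, 0.01% Tween-20; 37 C, 40 min; Amplex Red detection 45 min RT; Hill fit → AC50.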
# ALDH1A1 inh: inhibitors of human aldehyde dehydrogenase 1A1 | P00352 | Purified ALDH1A1, NADH fluorescence, propionaldehyde substrate | Potency, µM (series often up to 75.3 µM), for inactives: at the highest dose activity, negative = inhibition, actives largely listed as inhibitors | hit rate 7.3% among 220,000; active = well fitted inhibition curve with a large enough effect, not every such curve was filed as active; inconclusive = small, poorly fitted or top-dose-only effect, or another doubt; inactive = no such curve, though single readings can be large or run the other way;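 note: plate controls were no enzyme wells and a reference inhibitor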
# Target sequence (P00352 whole entry, looked up): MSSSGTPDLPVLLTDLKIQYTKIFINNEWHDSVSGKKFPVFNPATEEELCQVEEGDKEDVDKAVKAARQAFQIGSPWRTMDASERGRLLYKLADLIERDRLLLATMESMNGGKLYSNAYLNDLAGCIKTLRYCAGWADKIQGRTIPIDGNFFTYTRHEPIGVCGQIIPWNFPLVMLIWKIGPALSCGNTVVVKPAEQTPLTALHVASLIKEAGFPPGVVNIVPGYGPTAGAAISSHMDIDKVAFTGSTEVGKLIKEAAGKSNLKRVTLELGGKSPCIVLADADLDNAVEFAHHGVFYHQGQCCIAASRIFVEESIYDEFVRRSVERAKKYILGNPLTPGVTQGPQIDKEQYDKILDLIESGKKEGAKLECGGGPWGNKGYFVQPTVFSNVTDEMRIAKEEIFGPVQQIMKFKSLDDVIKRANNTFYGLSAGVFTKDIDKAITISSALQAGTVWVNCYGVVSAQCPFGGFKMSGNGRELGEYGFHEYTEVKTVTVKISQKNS
# GAA inh: blocks human lysosomal alpha-glucosidase. P10253. purified human GAA, 4-MU-alpha-glucoside fluorescence. Potency, µM (titrated, usually from 76.9 µM), without a hit: top-dose activity change, negative = inhibition, hits mostly inhibitors. hit rate 0.005% among 200,000. AID 1466;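 note: plate controls were uninhibited enzyme wells for no effect and no-enzyme background for full effect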
#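 Compounds are titrated up to 77 uM against 4 nM human enzyme. Substrate 4-methylumbelliferyl-alpha-D-pyranoside (400 uM) reacts 20 min at room temperature in pH 5.0 buffer; liberated 4-methylumbelliferone is read at 440 nm.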
# JMJD2E inh: inhibitors of human JMJD2E histone demethylase; AID 2147; JMJD2E catalytic domain, FDH-coupled NADH fluorescence (FDH is formaldehyde dehydrogenase); Potency, µM (highest dose often 57.1 µM), without a hit: top-dose activity change, negative = inhibition, usual class: inhibitors; hit rate 1.6% among 230,000; active = well fitted inhibition curve with a large enough effect, not every such curve was filed as active; inconclusive = small, poorly fitted or top-dose-only effect, or another doubt; inactive = no such curve, though single readings can be large or run the other way;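 note: 0% = wells with enzyme and -100% = buffer wells without enzyme; nearly all actives have a fitted effect of over 50% in size; many of its hits are not listed in these tables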
# Target sequence (B2RXH2 1-337 limits assumed): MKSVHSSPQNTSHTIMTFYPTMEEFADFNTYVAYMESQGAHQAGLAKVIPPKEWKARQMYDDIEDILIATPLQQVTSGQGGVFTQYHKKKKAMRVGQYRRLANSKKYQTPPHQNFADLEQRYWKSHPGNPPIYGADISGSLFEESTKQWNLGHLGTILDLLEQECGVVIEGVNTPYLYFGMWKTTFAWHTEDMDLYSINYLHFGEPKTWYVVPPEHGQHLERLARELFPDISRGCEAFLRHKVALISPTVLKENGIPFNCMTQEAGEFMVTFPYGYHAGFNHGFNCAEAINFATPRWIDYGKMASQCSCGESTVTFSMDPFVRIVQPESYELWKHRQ
# SMN2 splice up: increases expression of the SMN2 splice variant | HEK293 SMN2-luciferase splicing reporter, luminescence, 30-36 h | Potency, µM (titrated, usually from 46.1 µM), for the others: at the highest dose activity change, positive = activation, most hits filed as activators | hit rate 2.8% among 210,000 | AID 1458; note: % of control where 0% means no effect; nearly all actives have a fitted effect of over 55% in size
#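 qHTS luciferase splicing reporter: luminescence rises when SMN2 exon 7 is included in transfected HEK293 cells. Compound exposure lasted 30-36 h at 37C, with 4.5 mM final sodium butyrate as control, followed by a ONE-Glo read.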
# * = called active by the depositor; ? = inconclusive; nt = no result given; [ ] = remark or other dose. Unless noted, calls come from the whole dose curve; as a rule, active = well fitted curve in the direction sought with a large enough effect; inconclusive = small, poorly fitted or top-dose-only effect, or another doubt; inactive = no such curve, though single readings can be large; an effect the other way counts as inactive or inconclusive. Potency is the fitted concentration of half-maximal effect.
1: Cc1onc(-c2ccccc2)c1C(=O)Nc1nc(-c2ccccc2)cs1
2: COc1ccc(CN(C)C(=O)CCl)cc1
3: CC(C)COc1ccc(-c2cc(C(=O)NN)[nH]n2)cc1
4: CCOC(=O)C1(CCOc2ccccc2)CCN(Cc2cccc3c2OCO3)CC1
5: O=C(NCCC1=CCCCC1)N[C@@H](Cc1ccccc1)C(=O)O
6: CCOC(=O)C1CCCN(C(=O)c2ccc(Cl)cc2)C1 (configuration not stated)
assay / compound | 1 | 2 | 3 | 4 | 5 | 6
GLA spleen mod | -17.4% | 1.2% | 1.0% | -1.7% | 0.8% | -9.4%
aGlu spleen mod | -4.0% | nt | -3.6% | 2.2% | -5.0% | -3.1%
GAA inh | 1.0% | -1.9% | 4.9% | -25.8% | -4.5% | 10.0%
GAA glycogen mod | -7.0% | 5.6% | ? | 7.7% | -2.0% | 26.5%
ALDH1A1 inh | -14.4% | 0.501µM* | 10.2% | -5.5% | ? | -6.5%
RGS12 GoLoco inh | -5.6% | -3.6% | 6.6% | -6.3% | 7.2% | 16.7%
SMN2 splice up | ? | -66.9%[inhibitor] | ? | -43.9%[inhibitor] | 4.5% | 6.7%
JMJD2E inh | -28.6% | 7.5% | 11.0% | -4.4% | -2.8% | -1.9%

7: CC1=CC(C)C2(COC(=O)Nc3ccccc3)COC(C)C1C2C (configuration not stated)
8: Cn1cccc1/C=C1\SC(=S)N(NC(=O)c2ccccc2)C1=O
9: N#CC(C#N)=C1C(=O)N(CCN2CCOCC2)c2ccccc21
10: COc1ccc(CCNc2cc(C)nc3c(-c4ccc(Cl)cc4)cnn23)cc1OC
11: CCNC(=O)COC(=O)c1cccc(Br)c1
12: Cc1nc(-c2cccc(Cl)c2)n[nH]1
assay / compound | 7 | 8 | 9 | 10 | 11 | 12
GLA spleen mod | -9.7% | 1.2% | -2.2% | 11.5% | 7.7% | 5.8%
aGlu spleen mod | 0.2% | -1.3% | -4.3% | 3.2% | 1.1% | 0.9%
GAA inh | -12.3% | -11.1% | nt | ? | nt | nt
GAA glycogen mod | 4.4% | 8.8% | -3.6% | -8.9% | 2.4% | 9.4%
ALDH1A1 inh | 3.1% | -16.8% | nt | ? | nt | nt
RGS12 GoLoco inh | 7.9% | 15.5% | 6.6% | 2.5% | -6.5% | 0.7%
SMN2 splice up | nt | 12.3% | nt | -22.4% | nt | nt
JMJD2E inh | 2.4% | -10.8% | ? | ? | 30.4%[activator] | -0.7%

13: CCOC(=O)c1c(C)[nH]c(C)c1C(=O)CSc1nc2ccccc2c(=O)n1-c1ccc(F)cc1
14: COc1ccc(CCNC(=O)CSc2nnc(-c3cccc(C)c3)o2)cc1OC
15: CCC(C)(C)NC(=O)C(c1ccc(C)cc1)N(CC1CCCO1)C(=O)CNC(=O)c1cccs1 (configuration not stated)
16: NNC(=O)c1cc2cc3ccccc3nc2s1
17: Cc1noc(C)c1C(=O)N1CCc2ccccc2C1
18: O=C(CCS(=O)(=O)Cc1ccccc1F)N1CCc2ccccc2C1
assay / compound | 13 | 14 | 15 | 16 | 17 | 18
GLA spleen mod | 3.9% | 6.1% | -1.8% | 4.4% | 1.5% | 1.2%
aGlu spleen mod | -4.3% | -0.7% | -5.1% | nt | -3.8% | -2.2%
GAA inh | ? | -12.7% | 1.9% | -4.6% | 3.0% | -14.3%
GAA glycogen mod | 8.7% | 2.3% | 4.5% | ? | 6.1% | 4.8%
ALDH1A1 inh | -11.1% | 17.8µM* | 10.4% | 20µM* | 9.9% | 3.55µM*
RGS12 GoLoco inh | 5.1% | -10.3% | 0.2% | 7.9% | 7.2% | 11.1%
SMN2 splice up | -15.1% | -8.5% | -2.3% | 1.3% | -2.7% | -2.5%
JMJD2E inh | 1.4% | -12.2% | 9.9% | ? | 4.2% | 0.4%

# Look-ups from the results shown.
# GAA glycogen mod result of CCOC(=O)c1c(C)[nH]c(C)c1C(=O)CSc1nc2ccccc2c(=O)n1-c1ccc(F)cc1 reads 8.7%
# ALDH1A1 inh result of CCC(C)(C)NC(=O)C(c1ccc(C)cc1)N(CC1CCCO1)C(=O)CNC(=O)c1cccs1 (configuration not stated) reads 10.4%

# The listing continues.
19: Nc1ccc2oc(-c3ccccn3)nc2c1
20: Cc1cc(-n2c(C)cc(C(=O)CSc3nnnn3-c3ccccc3)c2C)no1
21: CCCCn1nc(C(=O)OCC(=O)Nc2sccc2C(N)=O)c2ccccc2c1=O
22: Cc1ccc(C)c(N2CCN(CC(=O)Nc3ccc([N+](=O)[O-])cc3C(=O)Nc3ccccc3F)CC2)c1
23: NS(=O)(=O)c1ccc(CCNC(=O)COC(=O)CCSc2ccc(Cl)cc2)cc1
24: Fc1ccccc1OCC1CCCN(Cc2nc(CC3CC3)no2)C1 (configuration not stated)
assay / compound | 19 | 20 | 21 | 22 | 23 | 24
GLA spleen mod | -7.8% | 1.1% | 13.2% | 6.8% | 4.3% | -15.1%
aGlu spleen mod | -5.2% | 0.2% | 6.0% | -2.3% | -7.8% | 9.9%
GAA inh | -10.2% | -35.8% | ? | 0.3% | 1.0% | -10.3%
GAA glycogen mod | -0.6% | 1.0% | 0.7% | -11.4% | -5.1% | -5.3%
ALDH1A1 inh | -0.7% | 7.08µM* | -11.1% | 6.6% | 1.6% | 2.8%
RGS12 GoLoco inh | -7.7% | 15.1% | 12.9% | -6.3% | 66.6%[activator] | 10.7%
SMN2 splice up | 2.82µM* | -34.3%[inhibitor] | -3.0% | -5.9% | ? | nt
JMJD2E inh | -3.5% | -2.8% | 0.6% | 0.2% | -2.2% | -10.1%

25: CCOC(=O)C1CCCN(C(=O)C(C)Oc2ccc(Cl)cc2Cl)C1 (configuration not stated)
26: CCOC(=O)c1c(CN2CCCCC2)n(C)c2cc(Br)c(O)cc12
27: Cc1c(C(=O)NC(=S)Nc2ccc(N3CCOCC3)cc2)cccc1[N+](=O)[O-]
28: COc1ccc(CC(=O)OCC(=O)NCc2ccc(Cl)cc2)cc1
29: O=C(c1cc2cc([N+](=O)[O-])ccc2oc1=O)N1CCN(C2CCCCC2)CC1
30: N#C/C(=C\c1cccnc1)c1ccc(Br)cc1
31: Cc1cccc(CN2CCNC2=O)c1
assay / compound | 25 | 26 | 27 | 28 | 29 | 30 | 31
GLA spleen mod | 8.4% | 20.6% | 14.5% | 3.1% | -1.4% | 4.5% | -4.3%
aGlu spleen mod | -7.2% | -8.8% | 0.4% | nt | -10.5% | 7.1% | 4.7%
GAA inh | -2.5% | 1.9% | -2.8% | -0.3% | -7.7% | nt | -5.2%[15.4 µM]
GAA glycogen mod | 6.9% | 8.9% | 1.6% | -4.6% | 29.1% | 6.8% | 2.1%
ALDH1A1 inh | 8.7% | 7.1% | -13.8% | 1.8% | -3.4% | nt | -6.2%
RGS12 GoLoco inh | 10.4% | 0.7% | -0.2% | 5.1% | 7.9% | 6.8% | -3.8%
SMN2 splice up | -15.3% | -6.0% | -10.9% | 11.0% | 12.1% | nt | -9.8%
JMJD2E inh | 10.8% | -1.2% | -2.0% | 10.4% | -2.6% | ? | -8.8%

# Part of the list above, reformatted.
entry | Structure | GLA spleen mod | aGlu spleen mod | GAA inh | GAA glycogen mod | ALDH1A1 inh | RGS12 GoLoco inh | SMN2 splice up | JMJD2E inh
19 | Nc1ccc2oc(-c3ccccn3)nc2c1 | -7.8% | -5.2% | -10.2% | -0.6% | -0.7% | -7.7% | 2.82µM* | -3.5%
20 | Cc1cc(-n2c(C)cc(C(=O)CSc3nnnn3-c3ccccc3)c2C)no1 | 1.1% | 0.2% | -35.8% | 1.0% | 7.08µM* | 15.1% | -34.3%[inhibitor] | -2.8%
21 | CCCCn1nc(C(=O)OCC(=O)Nc2sccc2C(N)=O)c2ccccc2c1=O | 13.2% | 6.0% | ? | 0.7% | -11.1% | 12.9% | -3.0% | 0.6%
22 | Cc1ccc(C)c(N2CCN(CC(=O)Nc3ccc([N+](=O)[O-])cc3C(=O)Nc3ccccc3F)CC2)c1 | 6.8% | -2.3% | 0.3% | -11.4% | 6.6% | -6.3% | -5.9% | 0.2%
23 | NS(=O)(=O)c1ccc(CCNC(=O)COC(=O)CCSc2ccc(Cl)cc2)cc1 | 4.3% | -7.8% | 1.0% | -5.1% | 1.6% | 66.6%[activator] | ? | -2.2%
24 | Fc1ccccc1OCC1CCCN(Cc2nc(CC3CC3)no2)C1 (configuration not stated) | -15.1% | 9.9% | -10.3% | -5.3% | 2.8% | 10.7% | nt | -10.1%
25 | CCOC(=O)C1CCCN(C(=O)C(C)Oc2ccc(Cl)cc2Cl)C1 (configuration not stated) | 8.4% | -7.2% | -2.5% | 6.9% | 8.7% | 10.4% | -15.3% | 10.8%
26 | CCOC(=O)c1c(CN2CCCCC2)n(C)c2cc(Br)c(O)cc12 | 20.6% | -8.8% | 1.9% | 8.9% | 7.1% | 0.7% | -6.0% | -1.2%
27 | Cc1c(C(=O)NC(=S)Nc2ccc(N3CCOCC3)cc2)cccc1[N+](=O)[O-] | 14.5% | 0.4% | -2.8% | 1.6% | -13.8% | -0.2% | -10.9% | -2.0%
28 | COc1ccc(CC(=O)OCC(=O)NCc2ccc(Cl)cc2)cc1 | 3.1% | nt | -0.3% | -4.6% | 1.8% | 5.1% | 11.0% | 10.4%

# Screens from PubChem.

# A portion of the library; the hit share may differ from the screen's.
